Source: PubChem
AMA1 RON2 block: disrupts binding of P. falciparum AMA1 to RON2 | AlphaScreen AMA1-biotinylated RON2 peptide binding | Potency, µM (highest dose often 58.2 µM), without a hit: at the highest dose activity change, negative = inhibition, usual class: inhibitors | 360,000 compounds, 0.2% hits;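 note: potency is the fitted concentration of half-maximal effect; 0% = vehicle wells and -100% = peptide control; nearly all actives have a fitted effect of over 45% in size; some results filed as inactive show a strong effect at the top dose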
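AMA1 (3D7) with his tag at 25 nM final met compounds first, then biotinylated RON2 peptide at 25 nM; detection used donor plus acceptor beads, 10 µg/mL apiece, read by AlphaScreen after 30 min at room temperature.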
Giardia FBPA inh: blocks Giardia fructose-bisphosphate aldolase activity; 290,000 compounds, 0.71% hits; Potency, µM (series often up to 59.6 µM), without a hit: at the highest dose activity, negative = inhibition, hits mostly inhibitors; A8B2U2; purified Giardia FBPA; note: potency is the fitted concentration of half-maximal effect; nearly all actives have a fitted effect of over 55% in size
Target sequence (A8B2U2 whole entry, looked up): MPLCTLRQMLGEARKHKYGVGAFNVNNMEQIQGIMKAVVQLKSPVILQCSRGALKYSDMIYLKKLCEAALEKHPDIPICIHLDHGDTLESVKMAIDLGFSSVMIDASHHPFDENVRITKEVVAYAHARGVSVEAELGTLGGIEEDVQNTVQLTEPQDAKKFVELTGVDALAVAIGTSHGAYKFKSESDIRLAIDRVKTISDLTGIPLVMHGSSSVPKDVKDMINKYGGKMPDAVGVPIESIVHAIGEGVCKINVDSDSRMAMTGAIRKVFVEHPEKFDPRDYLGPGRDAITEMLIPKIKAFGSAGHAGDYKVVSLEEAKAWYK
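Giardia FBPA (40 nM reagent) was preincubated 10 min at RT with compound (up to 57.5 uM final), then substrate plus GAPDH/TPI/NAD/arsenate coupling system with diaphorase/resazurin was added; resorufin fluorescence (525/598 nm) was read after 20 min.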
AmpC no deterg: inhibitors of E. coli AmpC beta-lactamase without detergent. P00811. AmpC nitrocefin hydrolysis, absorbance 480 nm, 0.0001% Triton. Potency, µM (titrated, usually from 57.1 µM), for the others: at the top dose activity change, negative = inhibition, usual class: inhibitors. 330,000 compounds, 0.52% hits. AID 485341;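 note: potency is the fitted concentration of half-maximal effect; plate controls were no compound for no effect and no enzyme for full effect; nearly all actives have a fitted effect of over 20% in size; some results filed as inactive show a strong effect at the top dose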
Target sequence (P00811 whole entry, looked up): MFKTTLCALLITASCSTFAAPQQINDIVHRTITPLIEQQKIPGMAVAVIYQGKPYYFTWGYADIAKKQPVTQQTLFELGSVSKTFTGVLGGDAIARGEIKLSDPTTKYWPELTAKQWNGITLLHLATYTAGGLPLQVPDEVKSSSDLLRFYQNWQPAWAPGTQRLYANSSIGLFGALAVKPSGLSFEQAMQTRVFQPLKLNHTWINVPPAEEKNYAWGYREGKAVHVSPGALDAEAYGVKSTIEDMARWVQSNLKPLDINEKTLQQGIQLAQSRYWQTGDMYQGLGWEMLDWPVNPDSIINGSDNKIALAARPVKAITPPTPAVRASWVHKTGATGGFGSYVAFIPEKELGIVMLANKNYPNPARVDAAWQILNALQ
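20 mM phosphate pH 7.0 + 0.01% (detergent screen) or 0.0001% Triton X-100; 5.3 nM AmpC reagent; cpd preinc 15 min RT; nitrocefin (800 uM stock) to start; A480 q20 s × 4 min; Activity was normalised to no-enzyme and no-compound control wells.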
AmpC inh detg: inhibitors of E. coli AmpC beta-lactamase with detergent. Potency, µM (top dose mostly 114 µM), without a hit: top-dose activity change, negative = inhibition, actives largely listed as inhibitors. 370,000 compounds, 0.041% hits. P00811. AID 485294. AmpC hydrolysis of nitrocefin, absorbance 480 nm, 0.01% Triton;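 note: potency is the fitted concentration of half-maximal effect; 0% = no-compound wells and -100% = no-enzyme wells; nearly all actives have a fitted effect of over 25% in size; some results filed as inactive show a strong effect at the top dose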
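20 mM phosphate pH 7.0 + 0.01% (detergent screen) or 0.0001% Triton X-100; 5.3 nM AmpC reagent; cpd preinc 15 min RT; nitrocefin (800 uM stock) to start; A480 q20 s × 4 min; Activity was normalised to no-enzyme and no-compound control wells.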
HCMV inh: inhibitors of human cytomegalovirus; HFF cells, HCMV-luciferase reporter, 72 h; active compounds read low; 410,000 compounds, 4.5% hits; activity change, negative = inhibition, % at 57.5 µM; in the data active = activity change below about -60%; inconclusive = no clear call, values can overlap the other calls; inactive = above about -39%
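Inhibition of viral replication was scored as loss of reporter luminescence in HFFs infected with HCMV-luciferase (MOI 1 PFU/cell) for 72 h; compounds tested at 2 doses, normalized to buffer and Salinomycin controls.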
Sm TGR block: inhibitors of Schistosoma mansoni thioredoxin glutathione reductase | purified TGR, DTNB reduction, TNB absorbance 405 nm | Potency, µM (series often up to 114 µM), without a hit: at the highest dose activity change, negative = inhibition, hits mostly inhibitors | 360,000 compounds, 3% hits; note: potency is the fitted concentration of half-maximal effect; nearly all actives have a fitted effect of over 60% in size
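Kinetic colorimetric format: TGR-catalysed, NADPH-driven DTNB reduction monitored via TNB absorbance. Enzyme dispensed at 20 nM; compound exposure 15 min at room temperature before reaction start.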
Starred values were filed as active, the others as inactive; ? = inconclusive; . = no result given; & = joins results of further samples; [ ] = remark or other dose. Unless noted, calls come from the whole dose curve; as a rule, active = well fitted curve in the direction sought with a large enough effect; inconclusive = small, poorly fitted or top-dose-only effect, or another doubt; inactive = no such curve, though single readings can be large; an effect the other way counts as inactive or inconclusive. Unless noted, % is set by controls: 0 for no effect and ±100 for the full control effect. Compounds as they come; 7.8% or so of the library scored in one or more.

No.	SMILES	AMA1 RON2 block	Giardia FBPA inh	AmpC no deterg
1	Cc1nn(CCc2nn[nH]n2)c2nc(-c3ccc(C4CCCCC4)cc3)cc(C(F)(F)F)c12	43%[activator]	-4%	-4%
2	Cn1c(NC(=O)c2ccc(S(=O)(=O)N3CCCCC3)cc2)cc(=O)n(C)c1=O	-3%	6%	-28%
3	CC(C)SCCCOc1ccc(C(C)(C)C)cc1	11%	1%	-11%
4	O=C1CCC(/C=C/c2ccccc2)=NN1Cc1ccc(F)cc1	1%	-7%	48%
5	O=C(O)c1ccccc1-c1ccccc1C(=O)Nc1cccc(O)c1	6%	18%	-19%
6	COc1ccccc1Cn1c(=S)[nH]c2cc(C(=O)N3CCCC3)ccc2c1=O	49%[activator]	.	30%
7	CCn1cc(CN2CCCC(C(=O)Nc3ccc(-c4cscn4)cc3)C2)c(C)n1 (stereo unspecified)	-13%	8%	2%
8	O=C(/C=C/c1ccc(F)cc1)NCCCN1CCN(CCCNC(=O)/C=C/c2ccc(F)cc2)CC1	-20%	6%	14%

No.	AmpC inh detg	HCMV inh	Sm TGR block
1	?	?	-21%
2	-3%	35	1%
3	-9%	-86*	-5%
4	3%	39	-2%
5	-3%	11	-18%
6	0%	12	-7%
7	-8%	-26	-5%
8	-8%	?	6%

3 of the compounds above, with two lines to a compound:
Sequence of screens: AMA1 RON2 block | Giardia FBPA inh | AmpC no deterg | AmpC inh detg | HCMV inh | Sm TGR block
3	CC(C)SCCCOc1ccc(C(C)(C)C)cc1
  11% | 1% | -11% | -9% | -86* | -5%
4	O=C1CCC(/C=C/c2ccccc2)=NN1Cc1ccc(F)cc1
  1% | -7% | 48% | 3% | 39 | -2%
5	O=C(O)c1ccccc1-c1ccccc1C(=O)Nc1cccc(O)c1
  6% | 18% | -19% | -3% | 11 | -18%

Going on with the list.
No.	SMILES	AMA1 RON2 block	Giardia FBPA inh	AmpC no deterg
9	Cc1cc(NC(=O)c2cccc(C(=O)Nc3cc(C)on3)n2)no1	24%	-10%	0%
10	COc1ccccc1/C=C/C=N/Nc1cccc(C(=O)O)c1	-20%	-16%	-20%
11	Cc1ccc(C2NC(=O)c3c(sc4c3CCN(C)C4)N2)o1 (stereo unspecified)	69%[activator]	?	-5%
12	O=C(COc1ccccc1CNCc1ccccc1)Nc1ccccc1	-8%	-2%	-16%
13	Cc1cc(S(=O)(=O)N2CCOCC2)ccc1OCC(=O)N1CCOCC1	0%	-3%	-5%
14	Cc1cccc(-n2c(SCC(=O)O)nc3sc4c(c3c2=O)CCCC4)c1	4%	?	-21%
15	Cc1cc(NC(=O)c2cn(C3CCCCC3)c(=O)c3c2c2ccccc2n3C)no1	7%	-8%	42%
16	Nc1nc2ccccc2n1CCOc1ccc(Br)cc1	-2%	-5%	-24%

No.	AmpC inh detg	HCMV inh	Sm TGR block
9	-2%	-6	4%
10	-4%	116	-17%
11	-13%	-18	-17%[11.4 µM]
12	3%	-10	2%
13	2%	-18	-18%
14	2%	-17	14%[57.1 µM]
15	2%	97	12%
16	-9%	-26	0%

Additional structures
No.	SMILES	AMA1 RON2 block	Giardia FBPA inh	AmpC no deterg
17	O=C1N(CCCl)c2ccc(Br)cc2C12OCCO2	15%	-7%	-5%
18	c1ccc2c(SCc3cn4cccnc4n3)ncnc2c1	3%	?	-12%
19	COc1cccc(NC(=S)N2CCC(NC(=O)c3ccco3)CC2)c1	-1%	.	-12%
20	COC(=O)[C@H](CCSC)NC(=O)NCc1ccccc1F	23%	.	0%
21	CCOC(=O)C(NC(=O)N1CCCCC1)(c1ccccc1)C(F)(F)F (stereo unspecified)	21%	1%	-9%
22	Cc1cc(-c2cccs2)n[nH]1	-3%	3%	-15%
23	CCOC(=O)C1=C(COC(=O)Cc2ccc(Cl)cc2)NC(=O)NC1C (stereo unspecified)	-6%	.	3%
24	CC(=O)N1c2c(cc(Br)cc2S(=O)(=O)NCC2COc3ccccc3O2)CC1C (stereo unspecified)	6%	-5%	2%

No.	AmpC inh detg	HCMV inh	Sm TGR block
17	-4%	-24	5%
18	?	-31	3%
19	2%	6	0%
20	?	18	-4%
21	-1%	12	1%
22	?	25	9%
23	3%	-73*	-7%
24	-10%	-4	-16%

Three compounds drawn at random from the list so far:
No.	SMILES	AMA1 RON2 block	Giardia FBPA inh	AmpC no deterg
7	CCn1cc(CN2CCCC(C(=O)Nc3ccc(-c4cscn4)cc3)C2)c(C)n1 (stereo unspecified)	-13%	8%	2%
1	Cc1nn(CCc2nn[nH]n2)c2nc(-c3ccc(C4CCCCC4)cc3)cc(C(F)(F)F)c12	43%[activator]	-4%	-4%
6	COc1ccccc1Cn1c(=S)[nH]c2cc(C(=O)N3CCCC3)ccc2c1=O	49%[activator]	.	30%

No.	AmpC inh detg	HCMV inh	Sm TGR block
7	-8%	-26	-5%
1	?	?	-21%
6	0%	12	-7%

The listing continues.
No.	SMILES	AMA1 RON2 block	Giardia FBPA inh	AmpC no deterg
25	CCc1ccc(NC(=O)C(C)OC(=O)CCC(=O)c2cccs2)cc1 (stereo unspecified)	-3%[11.6 µM]	6%	-5%
26	Cc1ccnc(NS(=O)(=O)c2ccc(NC(=O)C34CC5CC(CC(C5)C3)C4)cc2)n1	-2%	11%	-34%
27	Cc1ccc(C)c(NC(=S)N/N=C2\CCc3ccccc32)c1	29%	8%	-45%
28	Cc1ccc(OCC(=O)NNC(=O)CSc2nnc(-c3ccc(C)cc3)n2C)cc1	87%[activator]	3%	-11%
29	NNC(=O)Cn1c(-c2ccccc2)cc2ccccc21	17%	17%	-50%
30	Cc1ccc2c(COC(=O)c3cnc(C)cn3)cc(=O)oc2c1	.	-3%	-13%
31	c1ccc(CNc2ncnc3sc4c(c23)CCC4)nc1	2%	-3%	-14%
32	Nc1c(C=C2C=CC(=O)C=C2)c(=O)nc2sc(CC(=O)N3CCOCC3)nn12	35%[activator]	?	-17%

No.	AmpC inh detg	HCMV inh	Sm TGR block
25	-11%	-9	6%
26	-1%	7	0%
27	-2%	-25	-6%
28	-3%	-20	-9%
29	?	-5	-5%
30	-13%	.	0%
31	-6%	-17	12%
32	-2%	-25	-13%

Next compounds follow.
No.	SMILES	AMA1 RON2 block	Giardia FBPA inh	AmpC no deterg
33	CCC(C)(C)NC(=O)CN(C(=O)CNS(=O)(=O)c1ccccc1)c1ccc2c(c1)OCCO2	-4%	4%	-3%
34	COc1ccc(-n2nnnc2/C=C\Nc2ccccc2C(=O)c2ccccc2)cc1	-3%	4%	-24%
35	O=C(CCCN1C(=O)/C(=C/c2cccs2)SC1=S)Nc1ccc(O)c(C(=O)O)c1	.	?	-22%
36	Cc1ccccc1Nc1scc(-c2ccc(Cl)cc2)[n+]1-c1ccccc1C	?	-6%	-30%
37	C[n+]1c(-c2ccccc2)c2cc(N)ccc2c2ccc(N)cc21	?	?	-10%
38	O=C(CCCn1c(=O)c2cccn2c2ccc(F)cc21)NCCc1ccccc1	.	.	.
39	CN(C)C(=O)Cn1c(SCC(=O)NC2CCCCC2)nc2ccccc21	0%	-1%	-11%
40	O=C(NC(=S)N1CCN(Cc2ccc3c(c2)OCO3)CC1)c1ccc(Cl)cc1	-1%	18%	-14%

No.	AmpC inh detg	HCMV inh	Sm TGR block
33	-16%	-5	-3%
34	3%	1	6%
35	9%	.	3%
36	4%	-37	1%
37	?	-100*	-26%
38	-2%	?	-10%
39	0%	-15	-11%
40	-13%	-39	5%

Next part.
No.	SMILES	AMA1 RON2 block	Giardia FBPA inh	AmpC no deterg
41	COc1ccc(C(=O)Nc2ccccc2NC(=O)c2ccco2)c(OC)c1	10%	4%	-22%
42	Cc1ccc(F)cc1NC(=O)C1CCCN(c2ncccn2)C1 (stereo unspecified)	-7%	7%	-14%
43	COc1ccc(-c2nc(CS(=O)CC(=O)NC3CCCCC3)c(C)o2)cc1 (stereo unspecified)	-7%	.	64%
44	CC(C)=C1SC(N2CCN(c3cccc(Cl)c3)CC2)=NC1=O	0%	-7%	-40%
45	O=c1c(-c2ccnn2-c2cccc(Cl)c2)cnc2n1CCS2	-2%	-5%	-17%
46	O=C1c2[nH]nc(-c3ccccc3O)c2C(c2cccc(OCc3ccccc3)c2)N1CCCO (stereo unspecified)	.	.	.
47	Cc1nc(Cc2ccc(OC(C)C)cc2)[nH]c(=O)c1CC(=O)O	2%	2%	-15%
48	Cc1ccc(S(=O)(=O)NCCSc2ccccc2)cc1[N+](=O)[O-]	-4%	0%	-12%

No.	AmpC inh detg	HCMV inh	Sm TGR block
41	-9%	.	11%
42	-7%	41	4%
43	-1%	?	?
44	-3%	?	-11%
45	-2%	35	0%
46	-13%	5	6%
47	2%	17	6%
48	-1%	-35	4%

The results go on.
No.	SMILES	AMA1 RON2 block	Giardia FBPA inh	AmpC no deterg
49	COc1ccc(CC(=O)O/N=C(\N)c2ccc(C)cc2)cc1	114%[activator]	5%	-16%
50	Cc1cnc(NC(=O)c2ccc(OCC3CCCO3)cc2)s1 (stereo unspecified)	2%	-2%	-9%
51	CCc1cccc(C)c1NC(=O)CCCn1c(=O)c2cccn2c2cccnc21	-9%	.	-8%
52	CCC(=O)NC(Nc1ncc(C)s1)(C(=O)OC)C(F)(F)F (stereo unspecified)	-1%	3%	-20%
53	Cc1nc2ccc(NC(=O)c3ccc(Cl)s3)cc2s1	-8%	0%	-6%
54	Cc1ccc(N(Cc2ccccc2)C(=O)CN2C(=O)NC3(CCCC3)C2=O)cc1	-10%	1%	83%[activator]
55	FC(F)(F)c1cccc(N2CCN(c3nnnn3-c3ccccc3)CC2)c1	-1%	4%	8%
56	Fc1ccc(C2CC(c3cccs3)=NN2c2ccccc2)cc1 (stereo unspecified)	192%[activator]	0%	-23%[11.4 µM]

No.	AmpC inh detg	HCMV inh	Sm TGR block
49	6%	142	3%
50	-5%	17	13%
51	-1%&21%	1&-24	0%&-4%
52	4%	-7	-4%
53	?	-15	3%
54	7%	-39	8%
55	-8%	-27	-6%
56	-5%	-21	-27%

The list goes on.
No.	SMILES	AMA1 RON2 block	Giardia FBPA inh	AmpC no deterg
57	COc1ccccc1/C=C/CN1CCC(n2nccc2NC(=O)CCc2ccccc2)CC1	11%	-1%	109%[activator]
58	COCCN(C(=O)CCc1ccccc1OC)c1nnc(-c2cccnc2)s1	-2%	-8%	163%[activator]
59	O=C(NCCCn1ccnc1)/C(=C/c1ccc(Cl)cc1)NC(=O)c1ccccc1	7%	1%	15%
60	CCC(C)NC(=O)Cn1c(=O)n(-c2ccc(Cl)c(Cl)c2)c(=O)c2c(C)c(C(=O)N(CC)CC)sc21 (stereo unspecified)	.	.	.
61	CCOC(=O)C(C)(C)Sc1nc2c(cnn2-c2ccc(Cl)cc2)c(=O)[nH]1	-2%	-5%	-22%
62	Cc1ccc2c(c1Cl)NC(C(=O)O)C1CC(Sc3ccccc3[N+](=O)[O-])C(Cl)C21 (stereo unspecified)	-13%	4%	-57%

No.	AmpC inh detg	HCMV inh	Sm TGR block
57	3%	?	-1%
58	5%	-61*	14%
59	-6%	21	13%
60	2%	-1	1%
61	5%	-18	5%
62	-1%	.	?
